LAP4 TOR yeast = modulators of TOR pathway LAP4-GFP in S. cerevisiae | AID 2023 | GFP response vs DMSO, % at 10 µM | actives 0.34% (n = 320,000) | S. cerevisiae LAP4-GFP multiplex, flow cytometry GFP, 3 h; median GFP as percent of DMSO wells;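 active = GFP response vs DMSO above a set limit, about the screen mean plus 3 SD, cut at about 150% in these data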
RPL19A TOR yeast = modulators of TOR pathway RPL19A-GFP in S. cerevisiae; S. cerevisiae RPL19A-GFP strain, flow cytometry, 3 h; hits give low values; percent response vs DMSO, % at 10 µM; actives 0.3% (n = 330,000); AID 2025;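 active = percent response vs DMSO below 50%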;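 also: median channel GFP fluorescence of the barcoded RPL19A-GFP strain; ratio of sample median GFP to plate DMSO average so 100% = DMSO; lower means less RPL19A-GFP as with rapamycin TOR inhibition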
CR mimetic SO = yeast age-related superoxide inhibition as caloric restriction mimetic | S. cerevisiae aged cells, superoxide DHE fluorescence; hits give low values | superoxide response (% of plate mean), % at 10 µM | actives 0.18% (n = 330,000);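 active = superoxide response under a set limit, about three screen SD below normal, cut at about 65% in these data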;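 also: yeast aged for seven days with compound at 30 °C before DHE staining; 100% = average MFI of all compound-treated wells on the plate with controls excluded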
AHR activator = human AHR activation. actives 2.5% (n = 320,000). AHR-responsive luciferase reporter cells, luminescence. AID 2796. activation, % at 5 µM. P35869; in the data active = activation above about 47%;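 also: 0% = vehicle wells and 100% = reference agonist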
proCasp3 act = activators of human procaspase-3; P42574; recombinant procaspase-3 D3A, Ac-DEVD-pNA absorbance 405 nm; activation, % at 8.5 µM; actives 0.11% (n = 330,000);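 active = activation above the mean of all tested compounds plus 3 SD, cut at about 21% in these data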;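 also: 0% = DMSO alone and 100% = DMSO wells spiked with extra 5 µM PC-3 D3A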
Target sequence (P42574 whole entry D9A/D28A/D175A): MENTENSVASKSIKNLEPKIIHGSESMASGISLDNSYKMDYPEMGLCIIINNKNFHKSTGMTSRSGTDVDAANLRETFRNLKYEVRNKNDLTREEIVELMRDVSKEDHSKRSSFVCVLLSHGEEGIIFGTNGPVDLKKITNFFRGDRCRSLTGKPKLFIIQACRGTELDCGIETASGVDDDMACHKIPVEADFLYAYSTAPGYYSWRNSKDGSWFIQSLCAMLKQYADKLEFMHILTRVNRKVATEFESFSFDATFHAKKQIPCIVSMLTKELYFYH
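Assay system – Procaspase-3 D3A mutant · Benchmarks – DMSO low control, extra-enzyme high control · Technique – 405 nm absorbance of p-nitroaniline, reads at 0 and 120 min · Doses – 8.5 µM nominal · Measure – % activation between DMSO and enzyme-spiked controls · Also added – Ac-DEVD-pNA chromogenic peptide substrate · Schedule – 1 h compound preincubation, 2 h substrate hydrolysis at 25 °C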
procasp7 counter = counter-screen for procaspase-3 activators: activators of human procaspase-7; P55210; recombinant procaspase-7, Ac-DEVD-pNA absorbance 405 nm; D23A/D198A/D206A triple mutant, cannot self-cleave; scale: DMSO 0, 5 µM enzyme 100; activation, % at 8.5 µM; actives 0.093% (n = 330,000);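 active = percent activation above the screen-wide mean plus 3 SD, cut at about 25% in these data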
Target sequence (P55210 whole entry D23A/D198A/D206A): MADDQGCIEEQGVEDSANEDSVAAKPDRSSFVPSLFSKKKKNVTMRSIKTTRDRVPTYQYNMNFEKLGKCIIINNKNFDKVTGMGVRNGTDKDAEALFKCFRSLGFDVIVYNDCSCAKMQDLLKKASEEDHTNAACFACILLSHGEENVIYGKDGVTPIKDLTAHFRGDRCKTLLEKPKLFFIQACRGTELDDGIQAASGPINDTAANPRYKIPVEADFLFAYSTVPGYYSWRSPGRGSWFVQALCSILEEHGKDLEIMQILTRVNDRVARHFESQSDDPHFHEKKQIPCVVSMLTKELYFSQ
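Replicates: singlicate. Assay system: Procaspase-7 triple mutant (PC-7 D3A). Signal: 405 nm absorbance of p-nitroaniline. Times: 1 h preincubation, 2 h reaction. Buffer or medium: Zinc-free HEPES pH 7.4 with 300 mM NaCl, 0.01% Triton X-100. Also added: DEVD-pNA substrate. Benchmarks: DMSO wells as 0%, DMSO with 5 µM added PC-7 as 100%.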
GASC-1 inh = human JMJD2C demethylase inhibition; GST-JMJD2C(1-420) H3K9me3 demethylation, DELFIA europium; inhibition, % at 2.35 µM; actives 0.069% (n = 330,000); AID 2099;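 active = more than half of a compound's replicate wells show inhibition beyond 50%, single wells judged on their own value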;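 also: signal counts dimethyl H3K9 product captured on neutravidin plate; 0% = median of DMSO wells and 100% = 0.3 times that DMSO median; strong numbers were not always called active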
Target sequence (Q9H3R0 1-420 limits assumed): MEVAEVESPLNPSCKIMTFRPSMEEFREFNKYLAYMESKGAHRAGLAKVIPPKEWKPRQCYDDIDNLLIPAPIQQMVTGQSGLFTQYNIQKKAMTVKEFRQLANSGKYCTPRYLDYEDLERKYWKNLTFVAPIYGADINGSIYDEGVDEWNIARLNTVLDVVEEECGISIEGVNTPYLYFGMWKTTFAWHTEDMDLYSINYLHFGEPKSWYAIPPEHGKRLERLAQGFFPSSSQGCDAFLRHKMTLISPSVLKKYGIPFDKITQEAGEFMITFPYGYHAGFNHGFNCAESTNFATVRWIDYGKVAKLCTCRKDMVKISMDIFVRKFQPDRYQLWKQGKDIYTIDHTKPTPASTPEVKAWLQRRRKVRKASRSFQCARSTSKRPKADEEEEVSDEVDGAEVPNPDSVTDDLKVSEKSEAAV
MEP2-GFP yeast = alters MEP2-GFP fluorescence in TOR pathway yeast screen; actives 0.51% (n = 330,000); GFP response vs DMSO, % at 10 µM; AID 2016; S. cerevisiae MEP2-GFP strain, flow cytometry GFP, 3 h; 100% = DMSO control level;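 active = GFP response versus DMSO above a set limit, roughly screen mean plus 3 SD, cut at about 180% in these data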;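 also: median GFP fluorescence of the barcode-gated MEP2-GFP cells per well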
Starred values were filed as active, the others as inactive; . = not tested or not shown.

SMILES	LAP4 TOR yeast	RPL19A TOR yeast	CR mimetic SO	AHR activator	proCasp3 act	procasp7 counter	GASC-1 inh	MEP2-GFP yeast
COC(=O)c1ccccc1C(=O)N1CCCC(CCC(=O)NCc2ccc(F)c(F)c2)C1 (stereo unspecified)	116	114	100	-1	12	4	.	113
CCC1Oc2ccccc2N(CC(=O)NCCCN2CCCC2)C1=O (stereo unspecified)	104	109	98	12	5	9	13	103
NC(=O)CSc1nnc(COc2ccccc2)n1Cc1ccco1	92	94	91	1	7	13	8	93
O=C(NCCC1=CCCCC1)C1CCCN(S(=O)(=O)c2cccc3cccnc23)C1 (stereo unspecified)	103	97	103	5	-3	6	11	98
CCNC(=S)Nc1cc(OCC)c(NC(=O)c2ccco2)cc1OCC	101	103	111	26	10	8	0	103
O=C(COc1ccccc1)N1CCN(C(=O)c2ccc([N+](=O)[O-])cc2)CC1	99	107	101	0	1	2	6	104
COc1cccc(CN2CCNC(=O)C2CC(=O)NCCN2CCOCC2)c1OC (stereo unspecified)	106	114	115	-2	5	-2	-3	108
COC(=O)Cc1c(O)ccn(Cc2cccc3ccccc23)c1=O	99	99	113	0	9	4	2	100
CCOC(=O)c1cc(NC(=O)c2ccc(C)cc2)c(=O)oc1C(F)(F)F	91	104	99	-5	3	-6	-10	100
O=C(NNC(=O)c1ccco1)c1ccccc1	89	110	96	3	2	9	15	97
COC(=O)c1ccc(C2C(C(=O)c3cc4ccccc4o3)=C(O)C(=O)N2c2cc(C)on2)cc1 (stereo unspecified)	105	101	100	1	-13	-17	4	97
CCCCn1nc(NC(=O)CCC)c2cc3cc(OC)ccc3nc21	92	100	108	17	-6	6	2	101
O=C(N/N=C\c1ccc(S(=O)(=O)O)o1)c1ccc2c(c1)OCO2	93	104	92	3	6	-6	8	108
O=c1cc(O)n(-c2ccc(Cl)cc2)c(=S)[nH]1	102	103	105	3	-13	-2	2	100
Nc1c(Cl)cc(NC(=O)c2ccccc2C(=O)O)cc1Br	95	105	93	35	-8	9	-1	103
O=C1C=C(NNC(=O)c2ccncc2)CC(c2ccccc2)C1 (stereo unspecified)	87	97	114	5	-6	2	-31	95
CCn1cnc2cc(NCc3ccncc3)ccc21	93	98	133	19	-4	-4	14	94
O=C(Nc1ccc(F)cc1F)c1sccc1SCc1cccc(C(F)(F)F)c1	107	105	85	5	0	9	0	107
Cc1cc(N2CCOCC2)ccc1/C=C1\SC(=O)N(C(C)C)C1=O	97	98	97	-2	-10	-12	6	94
COc1ccc(-c2cc(C(=O)Nc3cc(C)on3)no2)cc1OC	102	97	100	0	4	4	9	95
Cc1ccc(/C=c2\sc3nc(-c4cccnc4)nn3c2=O)cc1	82	96	95	-1	6	5	3	102
CNC(=O)COc1ccc(S(=O)(=O)Nc2ccc(C)cc2)cc1	98	96	94	2	-7	7	-3	103
O=C(CSc1nccn1-c1cccc(Cl)c1)NC1CCCC1	100	98	102	8	4	-5	-2	103
O=C(CCCCCCN1C(=O)c2ccccc2C1=O)NC1CCCCC1	94	96	96	1	10	5	.	97
CC1=C(C(=O)O)N2C(=O)C(NC(=O)c3ccc(F)cc3)C2SC1 (stereo unspecified)	104	99	117	3	4	-11	9	97

Next part:
SMILES	LAP4 TOR yeast	RPL19A TOR yeast	CR mimetic SO	AHR activator	proCasp3 act	procasp7 counter	GASC-1 inh	MEP2-GFP yeast
CCOC(=O)C1=C(CN2CCN(C(=O)c3ccco3)CC2)NC(=O)NC1c1ccc(F)cc1 (stereo unspecified)	105	99	99	1	0	6	3	99
Cc1ccc(CNC(=O)CN(C(=O)N2CCN(C)CC2)S(=O)(=O)c2ccc(C)cc2)cc1	108	102	104	-2	8	0	10	97
Cc1cccc(OCC(=O)N/N=C/c2sc(=O)n(Cc3cccc(C(=O)O)c3)c2Cl)c1	105	93	98	1	0	-8	12	99
Cc1nnc2c(NCC(C)c3ccccc3)nc3ccccc3n12 (stereo unspecified)	97	102	107	.	.	.	-1	107
COc1ccc(OC)c(NC(=O)CCN2CCN(c3ccccc3F)CC2)c1	89	92	102	-1	2	2	0	99
CC(C)(CO)CN1CCC(n2nccc2NC(=O)C2CCCC2)CC1	92	100	98	3	0	-2	-42	104
Cc1cc(C(=O)N/N=C/c2cn(C)nc2C)c2ccccc2n1	101	99	103	3	0	10	6	97
COc1cc(CNc2ccc(CNc3ncn[nH]3)cc2)cc(Cl)c1OCc1ccccc1	83	97	96	-1	-5	-2	-8	96
CCOC(=O)N1CCC(NC(=O)CS(=O)Cc2nc(-c3ccc(C)cc3)oc2C)CC1 (stereo unspecified)	102	99	85	1	-4	-1	3	123
COc1cc(CNCc2ccc(SC)cc2)cc(OC)c1	91	102	90	0	-3	-3	18	102
CC(C)C[C@H](NC(=O)c1nc[nH]c1C(=O)NCc1ccccc1)C(=O)OC(C)(C)C	107	110	93	7	-1	-3	1	105
COc1ccccc1-n1cc(-c2ccccc2)c2c(=S)nc[nH]c21	91	95	111	10	7	7	-3	90
CCN1CCN(c2ccc(S(=O)(=O)N3CCCCC3)cc2NC(=O)/C=C/c2ccc(OC(F)F)cc2)CC1	109	101	96	-2	2	0	-20	106
O=C(NCc1cccs1)C1CCCN(c2ncccn2)C1 (stereo unspecified)	107	105	99	-2	1	-8	8	93
CCCC(C(=O)NCC1CCCO1)N(C(=O)CNS(=O)(=O)c1ccccc1)c1ccc(F)cc1 (stereo unspecified)	88	97	99	-2	6	10	0	104
C=C(C)C(=O)Nc1cccc(C2=NOC3(C2)C[C@@H](C(N)=O)N(C(=O)[C@H]2CCC(=O)N2)C3)c1 (stereo partly specified)	106	109	90	-1	6	16	1	97
Cc1nnc(SCC(=O)NCc2ccco2)[nH]c1=O	85	96	97	3	4	1	0	92
CCC(=O)N1CCc2cc(Br)cc(S(=O)(=O)Nc3c(C)n(C)n(-c4ccccc4)c3=O)c21	91	93	95	-1	-8	9	-4	88
COc1cc(C(=S)N2CCOCC2)ccc1OC(=O)c1ccccc1[N+](=O)[O-]	81	93	99	3	-9	5	-2	97
COC(=O)Cc1ccc(NC(=O)C(c2ccccc2)c2ccccc2)cc1	88	98	109	1	4	-11	2	98
COc1ccc(S(N)(=O)=O)cc1C(=O)OCC(=O)N1c2ccccc2NC(=O)C1(C)C	102	97	87	2	6	9	6	96
Cc1ccc(CNc2ncc(-c3ccc4c(c3)OCO4)n2C)cc1	105	99	103	2	7	-16	22	102
Cc1noc(C)c1C1(O)CCCCCCCCCCC1	101	96	110	-1	-1	10	13	94
CO/N=C(/CS(=O)(=O)Cc1ccccc1Cl)c1ccc(Cl)cc1Cl	102	104	92	-3	-8	5	5	106
O=C(Nc1ccccc1F)Nc1cc(Cl)ccc1-n1cncn1	95	111	100	11	1	3	-3	112

An excerpt from above in order of the AHR activator value, descending.
structure,AHR activator
COc1ccccc1-n1cc(-c2ccccc2)c2c(=S)nc[nH]c21,10
O=C(NNC(=O)c1ccco1)c1ccccc1,3
COc1ccc(-c2cc(C(=O)Nc3cc(C)on3)no2)cc1OC,0

Returning to the listing with the 3 entries that preceded the break.
SMILES	LAP4 TOR yeast	RPL19A TOR yeast	CR mimetic SO	AHR activator	proCasp3 act	procasp7 counter	GASC-1 inh	MEP2-GFP yeast
Cc1noc(C)c1C1(O)CCCCCCCCCCC1	101	96	110	-1	-1	10	13	94
CO/N=C(/CS(=O)(=O)Cc1ccccc1Cl)c1ccc(Cl)cc1Cl	102	104	92	-3	-8	5	5	106
O=C(Nc1ccccc1F)Nc1cc(Cl)ccc1-n1cncn1	95	111	100	11	1	3	-3	112
Cc1nn(CC(=O)O)c(=O)c2ccccc12	101	108	90	-1	-1	9	6	104
CCN1C(=O)/C(=C\N(C)C)S/C1=N\S(=O)(=O)c1ccc(C)cc1	105	99	101	0	8	5	16	104
CCCCOc1ccc(C2(C)NC(=O)N(C)C2=O)cc1 (stereo unspecified)	93	107	100	2	-5	4	1	113
COC(=O)c1ccc(C(=O)OC)c(NC(=O)/C=C/C(=O)O)c1	104	95	96	0	-7	-3	19	97
CS(=O)(=O)N1N=C(c2ccco2)CC1c1ccc(Cl)cc1 (stereo unspecified)	93	99	100	1	1	-16	9	78
CC(C)CCNC(=O)COc1ccc2c(c1)C(=O)CC(C)(C)O2	109	112	104	13	12	3	-2	116
CC(=O)c1cc(F)c(N2CCN(c3ccc([N+](=O)[O-])cc3F)CC2)cc1C	105	109	126	-1	-1	7	2	100
O=C(NCC1CCCO1)c1ccc(NS(=O)(=O)c2ccccc2)cc1 (stereo unspecified)	103	100	116	4	0	6	0	101
CC(C(=O)NCC(=O)Nc1ccc(F)c(F)c1F)N1CCN(Cc2ccc(C#N)cc2)CC1 (stereo unspecified)	114	110	102	1	7	0	-7	109
COc1cccc(OCCn2cc(C(C)=O)c3ccccc32)c1	93	96	108	2	0	-5	-12	102
O=C(CSc1nccc(=O)[nH]1)Nc1ccc(F)c(Cl)c1	99	105	103	1	-6	-2	1	104
O=S(=O)(c1ccccc1)N1CCN(C(=S)Nc2ccc(Br)cc2)CC1	76	115	93	.	.	.	10	101
O=C(NCCCN1CCCCCC1)c1cc2c(=O)oc3ccccc3c2s1	103	96	112	0	4	5	20	98
Cc1csc(NC(=O)CCn2c(=O)sc3ccccc32)n1	100	104	92	-1	1	-8	4	100
CC(C)C(OC(=O)c1ccco1)C(=O)NC1CCCCC1 (stereo unspecified)	99	98	98	0	2	8	4	99
O=C(O)C1CC=CCC1C(=O)Nc1ccc(S(=O)(=O)N2CCCc3ccccc32)cc1 (stereo unspecified)	107	103	146	7	-2	3	-7	106
Cc1ccc(C2=NN(C(=O)CCC(=O)O)C(c3cccc([N+](=O)[O-])c3)C2)cc1 (stereo unspecified)	84	105	103	45	-5	-2	-7	104
CN1CC(c2ccccc2)C2(SC(=S)N(Cc3ccco3)C2=O)C12C(=O)Nc1ccccc12 (stereo unspecified)	97	104	87	-5	-1	-1	10	103
c1ccc(-c2noc(-c3cccnc3)n2)cc1	94	93	123	59*	-4	7	8	104
Cc1cc2nc(SC(C)C(=O)O)[nH]c2cc1C (stereo unspecified)	104	105	102	2	8	3	2	103
O=C1[C@@H]2Cc3c([nH]c4ccccc34)C(c3cccc([N+](=O)[O-])c3)N2C(=O)CN1C1CCN(Cc2ccccc2)CC1 (stereo partly specified)	99	93	100	18	0	6	-10	113
O=C(COC(=O)CNS(=O)(=O)c1ccc(F)c(F)c1F)NC1CCCC1	95	96	105	2	3	5	6	94
Nn1c(COc2ccccc2)nnc1SCC(=O)O	106	102	117	-1	-2	5	3	105
c1ccc(-c2n[nH]c(-c3ccccc3)c2-c2nc3ccccc3[nH]2)cc1	82	90	94	1	-4	-9	-4	91
O=C(NNC(=O)c1cccnc1)NC1CCCCC1	96	93	93	0	9	3	1	95
